# Compound activity as filed in PubChem.
# M1 ag parental – counter-screen for M1 agonists: effect in parental CHO-K1 cells. activation, % at 3 µM. 0.48% of 360,000 active. Fluo-8 calcium fluorescence; scaled to maximal ATP response, vehicle zero; in the data active means activation above about 15%;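 further: untransfected CHO-K1 host cells lacking M1 receptor as counterscreen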
# CHO-K1 Ca antag – counter-screen for M1 antagonists: effect in parental CHO-K1 cells. ATP-induced calcium, Fluo-8 fluorescence. inhibition, % at 3 µM. 0.6% of 360,000 active;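 active means inhibition above a per-plate cutoff, the plate's mean sample inhibition plus 3 SD, cut at about 24% in these data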;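 further: 0% = DMSO plus EC80 ATP and 100% = DMSO alone without ATP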
# TAAR1 antag – human TAAR1 antagonists, primary screen, Fluo-8 calcium fluorescence, CHO RD-HGA16 cells; Trace amine-associated receptor 1 (Homo sapiens), Q96RJ0; antagonist; inhibition, % at 3 µM; 1.5% of 360,000 active;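 active means inhibition above a per-plate cutoff, the mean inhibition of test compounds on that plate plus 3 SD, cut at about 49% in these data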;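 further: 0% = DMSO plus EC80 beta-PEA response and 100% = DMSO alone without agonist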
#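 Assay system: RD-HGA16 CHO cells with stable hTAAR1 and Gα16 / Reagent: EC80 β-phenethylamine stimulus / Doses: 3 µM, single point / Timing: dye loading 75 min at 37 °C, then 30 min room temperature / Measured by: Fluo-8 intracellular calcium dye fluorescence, real-time kinetic reads / Controls: vehicle wells and EC80 agonist wells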
# CHRM1 agonist – human M1 muscarinic receptor agonists, primary screen, Fluo-8 calcium fluorescence, CHO-K1 cells, HTS | Muscarinic acetylcholine receptor M1 (Homo sapiens), P11229 | CHO-K1 hM1, agonist mode; 0% DMSO, 100% acetylcholine EC100 | 0.33% of 360,000 active | activation, % at 3 µM | AID 588814, 2011;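 active means activation above the run's mean compound activation plus 3 SD, cut at about 16% in these data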;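 further: peak over basal fluorescence ratio within a 140 s kinetic read after compound addition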
# V1aR counter – agonists of human V1a receptor, primary screen, counter-screen for OXTR agonist project, fluorescence, CHO-V1R cells; Fluo-8 calcium fluorescence, agonist mode; 0% DMSO, 100% 3 nM vasopressin; activation, % at 3 µM; 0.25% of 320,000 active; AID 2797, 2010;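 active means activation above the mean activation of all tested compounds plus 3 SD, per screening run, cut at about 20% in these data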;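 further: signal is peak over basal fluorescence ratio across a 100 second FLIPR read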
# Target sequence (P37288 whole entry, looked up): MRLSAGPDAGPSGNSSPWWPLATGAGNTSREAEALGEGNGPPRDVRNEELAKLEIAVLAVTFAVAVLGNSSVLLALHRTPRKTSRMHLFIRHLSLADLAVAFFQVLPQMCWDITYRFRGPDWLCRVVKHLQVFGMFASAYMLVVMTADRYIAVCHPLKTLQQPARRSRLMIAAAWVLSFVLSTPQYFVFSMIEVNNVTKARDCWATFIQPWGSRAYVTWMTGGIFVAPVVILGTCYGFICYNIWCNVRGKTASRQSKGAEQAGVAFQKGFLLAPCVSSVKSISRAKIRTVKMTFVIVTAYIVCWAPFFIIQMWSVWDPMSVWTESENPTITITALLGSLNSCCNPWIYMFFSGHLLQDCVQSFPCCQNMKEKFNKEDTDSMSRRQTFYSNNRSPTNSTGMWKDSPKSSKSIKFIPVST
# TAAR1 agonist – human TAAR1 agonists, primary screen, Fluo-8 calcium fluorescence, CHO RD-HGA16 cells | Trace amine-associated receptor 1 (Homo sapiens), Q96RJ0 | vehicle wells 0%, saturating PEA agonist 100% | activation, % at 3 µM | 0.99% of 360,000 active;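 active means activation above the mean activation of all test compounds in the run plus 3 SD, cut at about 38% in these data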
#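 Test system: RD-HGA16 (CHO) cells co-expressing Gα16 and hTAAR1; dosing: one-point dosing at 3 µM (nominal); timing: 17-24 h seeding, 75 min 37 °C dye, 30 min RT; signal: kinetic Fluo-8 calcium fluorescence; read-out basis: % activation relative to PEA EC100 response; controls: DMSO and PEA EC100; replicates: n 1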
# OXTR potentiate – human OXTR potentiators, primary screen, fluorescence, CHO-OTR cells, Fluo-8 calcium. Oxytocin receptor (Homo sapiens), P30559. Fluo-8 calcium fluorescence, potentiator mode; 0% = oxytocin EC15, 100% = EC100. activation, % at 3 µM. 0.061% of 320,000 active;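 active means activation above that plate's cutoff, the mean activation of tested compounds plus 3 SD, cut at about 6.6% in these data, passing the limit was not always enough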;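 further: 100% uses oxytocin at 75 nM as the full agonist control; some results filed as inactive read as strong as hits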
# Target sequence (P30559 whole entry, looked up): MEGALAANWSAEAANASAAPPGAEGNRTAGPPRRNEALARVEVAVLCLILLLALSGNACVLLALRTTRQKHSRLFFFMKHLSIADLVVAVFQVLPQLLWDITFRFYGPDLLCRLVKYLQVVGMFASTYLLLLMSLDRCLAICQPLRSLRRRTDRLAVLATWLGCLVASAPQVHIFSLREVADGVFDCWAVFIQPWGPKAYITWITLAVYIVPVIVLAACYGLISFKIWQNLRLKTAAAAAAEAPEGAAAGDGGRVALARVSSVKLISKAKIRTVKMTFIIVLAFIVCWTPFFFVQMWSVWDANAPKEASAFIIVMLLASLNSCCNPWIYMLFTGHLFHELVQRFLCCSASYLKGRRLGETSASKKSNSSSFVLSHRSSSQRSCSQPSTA
#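 Assay system: CHO cell line stably expressing human OTR. Reagent: EC15 oxytocin agonist. Dosing: single dose, 3.0 µM nominal final compound concentration. Timing: compound 6 min at room temperature before oxytocin, 100 s read. Signal: kinetic Fluo-8 calcium fluorescence. Controls: oxytocin EC15 low and EC100 high.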
# CHO parental Ca – ATP-evoked calcium signal inhibitors, parental CHO, primary screen, counter-screen for OX1R antagonist project, cell-based, fluorescence, Fluo-8 calcium dye; AID 463079, 2010; 0.63% of 330,000 active; parental CHO-K1, ATP-induced calcium, Fluo-8 fluorescence; inhibition, % at 5.6 µM;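 active means inhibition above that plate's mean sample inhibition plus 3 SD, cut at about 26% in these data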;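 further: 0% = ATP-challenged DMSO wells and 100% = DMSO wells without ATP; some compounds past the cut are filed as inactive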
#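 Material: Parental CHO cells | Reagent: ATP | Compound dosing: Single nominal dose of 5.6 µM per compound | Detection: Intracellular calcium via Fluo-8 no-wash fluorescent dye | Read-out: % inhibition of ATP-induced calcium mobilization | Benchmarks: Low control ATP plus DMSO, high control DMSO only | Replicates: Singlicate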
# CHO-K1 Ca PAM – nonselective calcium activators in parental CHO-K1 cells, primary screen, counter-screen for M1 PAM project, cell-based, Fluo-8 calcium fluorescence, full deck, 1536-well | AID 602247, 2012 | 0.02% of 360,000 active | activation, % at 3 µM | ATP EC20; 0% at ATP EC20, 100% at ATP max;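 active means activation above the run cutoff, the mean activation of all test compounds plus 3 SD, cut at about 40% in these data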;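 further: peak over basal fluorescence ratio in a 140 s read after ATP addition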
# Starred values were filed as active, the others as inactive; / = not tested or not shown.
SMILES,M1 ag parental,CHO-K1 Ca antag,TAAR1 antag,CHRM1 agonist,V1aR counter,TAAR1 agonist,OXTR potentiate,CHO parental Ca,CHO-K1 Ca PAM
COC(=O)[C@]12CCCCC=C1N(Cc1ccco1)C(=O)[C@H](CC(=O)NCC13CC4CC(CC(C4)C1)C3)C2,1.4,-10,15,/,/,21,/,/,-11
CCOC(=O)C1C(=O)CC(C)(O)C(C(=O)OCC)C1c1ccc(Br)cc1 (stereo unspecified),0.6,-10,-7,-3,-1.1,2,-14,-22,19
COc1ccc(S(=O)(=O)N2CCC(C(=O)Nc3cc(Cl)ccc3N3CCOCC3)CC2)cc1OC,1.1,5,2,-5,-0.2,2,3,-22,-4
CC(C)OC(=O)CSc1nnc(-c2ccc(C(C)(C)C)cc2)n1N,0.6,5,-4,-2,1.5,1,-12,2,9
Cc1ccccc1Cn1c(C)nc2ccccc21,10,29*,13,0,12,3,-14,41*,-24
c1ccc(-c2nc3c([nH]2)CCc2nonc2-3)cc1,-0.3,-1,-9,-5,-0.6,6,-24,3,7
CNC(=O)NC(=O)CN1C(=O)NC2(CCOc3ccccc32)C1=O (stereo unspecified),0.1,-8,-17,-3,0.1,6,-18,-4,-3
COC(=O)c1cc(Oc2ccc(C(=O)OC)cc2N)cc(C(=O)OC)c1,-0.1,0,7,1,5.5,19,-7,-9,5
COCCCNC(=S)Nc1ccc2c(c1)OCCO2,-0.1,8,1,-7,-0.5,1,-1,-9,-8
CCC12CN(C(=O)c3ccc(C)cc3)CC(CC)(CN(C(=O)c3ccc(C)cc3)C1)C2=O,1.0,-6,-10,-8,-0.7,2,-9,-27,-3
COc1ccc2cc(CN(CC3CCCO3)C(=S)NCc3ccco3)c(=O)[nH]c2c1 (stereo unspecified),0.2,-7,-1,-3,-0.9,0,-20,-17,-13
CSc1ccc(Cn2c(C)c(C(=O)NCc3ccco3)sc2=O)cc1,1.7,-10,9,-7,/,-1,/,/,21
COc1ccc(CNC(=O)C(c2cccs2)N(Cc2ccco2)C(=O)Cc2cccs2)cc1 (stereo unspecified),4.6,5,67*,-1,4.9,18,-8,-4,13
O=C(NCCN1CCOCC1)C(=O)NCC1OCCCN1S(=O)(=O)c1ccc(F)cc1 (stereo unspecified),1.1,-4,-5,-1,0.9,1,-1,15,15
CCCCNC(=O)C(=O)N/N=C/c1ccc(OCC(=O)Nc2cccc(OC)c2)c(OC)c1,2.9,-10,29,-6,8.5,8,-19,-18,18
O=C(c1ccc2nccnc2c1)N1CCN(c2ccccc2)CC1,9.2,-2,-15,0,-0.2,1,-4,-10,8
Cc1cc(C(=O)N/N=C2\CC(=O)CC(C)(C)C2)c(C)n1-c1ccc(F)cc1,0.3,-5,-8,-4,-0.5,0,-1,-13,19
COc1cc2ncnc(NCCc3ccccc3)c2cc1OC,12,7,27,-1,7.8,7,-12,-7,2
COC(=O)C1=C(O)/C(=C\c2ccc(CNS(=O)(=O)c3ccccc3)o2)N=C1C,2.0,-12,9,-2,0.3,1,-4,-10,24
Cc1cc(OCC(=O)Nc2ccc(Br)cc2)cc2c1C(=O)CC(C)(C)O2,-0.2,4,11,-2,3.9,2,-13,-10,-16
COc1ccc(OCCNC(=O)c2ccccc2Cl)cc1,1.9,-16,5,-2,0.1,1,3,-6,22
Cc1cccc(N=C2NC(=O)/C(=C\c3cccs3)S2)c1,0.3,-3,9,-8,-1.6,4,-2,-6,9
O=C(/C=C/c1c(F)cccc1Cl)N1CCc2ccccc2C1,0.9,-7,3,-4,-0.6,8,-2,-19,-24
COc1cc(-c2cc(NC=O)c3ncc(-c4ccc(C(C)=O)cc4)n3c2)ccc1O,3.3,-8,-20,-2,/,5,/,/,19
CCOC(=O)CSc1nc(Cc2ccccc2)nc2ccccc12,1.0,-15,16,-5,-1.3,13,-6,-27,17
CCCCn1cnc2sc3c(c2c1=N)CCCC3,1.8,-11,-16,-3,4.7,7,-25,-15,12
CNC(=O)Cn1nc(-c2ccc(C)cc2)c2ccccc2c1=O,1.2,-12,-4,0,0.1,-2,2,-3,19
O=C1N(c2ccccc2C(F)(F)F)O[C@@]1(c1ccccc1)C1CCCCC1,-0.4,-8,-19,3,0.5,11,-4,-18,2
CCc1n[nH]c2c1C(=O)CC(C)(C)C2,0.4,-11,-13,-5,0.6,17,-16,-7,14
COc1ccc(C)cc1S(=O)(=O)Nc1ccc(F)cc1,0.3,-21,-7,0,-0.3,24,-7,6,15
O=C(NCCC1=CCCCC1)c1cccc(S(=O)(=O)N2CCCCC2)c1,0.9,-11,-16,-2,-0.3,7,-6,-10,0
O=C(CCCn1ncn2c(cc3occc32)c1=O)NCc1ccccc1F,0.3,5,-8,0,7.6,1,-13,-11,2
Cc1cc2oc(=O)sc2cc1NS(=O)(=O)c1ccccc1,0.6,-7,-5,-1,0.4,11,-12,-5,-18
O=C1CCCc2c1cc(-c1ccccc1)n2-c1ccccc1,1.5,-7,11,-8,-1.9,21,-4,-24,21
CCOC(=O)c1ccc2ncc(-c3ccccc3)nc2c1,-0.1,-9,-20,0,/,-3,/,/,5
NC(=O)C1(N2CCCCC2)CCN(C(=S)NC2CCCC2)CC1,3.9,-2,10,-9,-0.2,3,-9,-4,9
Cc1ccccc1NC(=O)c1ccc(NC(=O)C2CC(=O)OC23CCCCC3)cc1 (stereo unspecified),0.6,-2,-6,-6,/,4,/,/,-8
COc1ccc(S(=O)(=O)N2CCN(Cc3ccc4c(c3)OCO4)CC2)cc1,-0.6,-6,6,-7,1.1,1,-2,-23,-9
CC1CC(C)CN(S(=O)(=O)c2ccc(C(C)(C)C)cc2)C1 (stereo unspecified),0.1,-10,12,-4,-1.3,24,-3,5,7
Cc1ccc(-n2[nH]c(C)c(CCC#N)c2=O)cc1,0.0,-1,/,-2,0.5,/,-3,0,7
Fc1cccc(Cl)c1CSc1nnc(CN2CCOCC2)n1-c1ccccc1,1.4,2,-4,-2,-0.3,6,-8,-22,15
COc1ccc(OC)c(NC(=O)c2ccc(N3C(=O)C4CC=C(C)CC4C3=O)cc2)c1 (stereo unspecified),2.8,-10,20,-1,1.2,2,-4,-13,15
COc1ccc(/C=N/Nc2cc(C)nc(-n3nc(C)cc3C)n2)cc1,1.6,-10,17,-6,-1.3,1,-2,-23,19
CCOC(=O)c1ccc(NC(=O)Nc2ccon2)cc1,8.9,-2,14,4,6.9,6,-7,16,6
CC(C)Oc1cccc(C(=O)NC(=S)Nc2cccnc2)c1,2.7,-4,1,-4,1.9,0,-6,-11,19
CCOc1ccc(/C=N/NC(=O)c2csc(C)c2C)c(OCC)c1,-0.4,12,-6,-2,-0.3,-3,2,-23,-10
CN1C(c2ccccc2)=NO[C@]1(C)c1ccccc1,-0.4,2,-6,-2,-1.0,0,-3,-6,-8
O=S(=O)(/N=C/c1c(O)ccc2ccccc12)c1ccccc1,0.2,-10,-8,-5,0.2,-1,-17,-6,5
Cc1c(C)n(CCC#N)c2ccccc12,0.0,1,-7,-4,-0.4,-2,-2,0,-5
COc1ccc(C(=O)Nc2ccc(O)cc2C(=O)O)cc1,0.6,-9,-7,-4,2.5,3,-3,-8,25

# Record cards, from the list above:
# Entry for O=S(=O)(/N=C/c1c(O)ccc2ccccc12)c1ccccc1 = M1 ag parental = 0.2; CHO-K1 Ca antag = -10; TAAR1 antag = -8; CHRM1 agonist = -5; V1aR counter = 0.2; TAAR1 agonist = -1; OXTR potentiate = -17; CHO parental Ca = -6; CHO-K1 Ca PAM = 5
# Entry for COc1ccc(/C=N/Nc2cc(C)nc(-n3nc(C)cc3C)n2)cc1 = M1 ag parental = 1.6; CHO-K1 Ca antag = -10; TAAR1 antag = 17; CHRM1 agonist = -6; V1aR counter = -1.3; TAAR1 agonist = 1; OXTR potentiate = -2; CHO parental Ca = -23; CHO-K1 Ca PAM = 19

# Carrying on:
SMILES,M1 ag parental,CHO-K1 Ca antag,TAAR1 antag,CHRM1 agonist,V1aR counter,TAAR1 agonist,OXTR potentiate,CHO parental Ca,CHO-K1 Ca PAM
CCN1C(=O)/C(=C\c2cccs2)C(C(=O)OC)=C1C,-0.1,-13,-7,-5,0.9,-1,-7,-15,16
CC(=O)Nc1ccc(S(=O)(=O)N2CCC(NC(=O)C(Cc3cccn3C)NC(C)=O)CC2)cc1 (stereo unspecified),-0.1,5,5,-3,0.3,1,1,3,-1
CCOC(=O)O[C@]1(C(=O)COC(=O)CC)CC[C@H]2[C@@H]3CCC4=CC(=O)C=C[C@]4(C)[C@H]3[C@@H](O)C[C@@]21C,0.8,-12,4,-6,4.6,2,-3,-26,7
NC(=O)CC(NC(=O)Cc1cccc2ccccc12)c1ccc(NCCc2ccccc2F)c([N+](=O)[O-])c1 (stereo unspecified),-0.2,-2,-11,2,0.1,14,-6,-14,-1
Cc1cnc(C)c(N(C)NC(=S)Nc2ccccc2)n1,0.3,-8,9,-5,1.2,1,1,-4,13
CC1Cc2ccccc2N1C(=O)C1CCCN(S(=O)(=O)c2cccc3cccnc23)C1 (stereo unspecified),3.6,-2,3,-3,2.2,3,-1,-17,10
Cc1ccc(C(C)NC(=O)c2cccs2)cc1C (stereo unspecified),1.1,3,-12,-3,0.3,3,-5,-9,-6
CN(C)CCC(O)c1ccccc1 (stereo unspecified),3.7,-4,-1,-5,1.5,3,6,-6,15
COc1ccc(CNC(=O)C(=O)NC2CC(C)(C)NC(C)(C)C2)cc1,-0.4,-1,12,-4,-0.4,1,-2,2,3
O=C(CSc1nnc(NC(=O)c2ccccc2C(=O)O)s1)Nc1ccccc1Cl,0.5,-5,-2,-6,-0.2,1,-2,-3,14
NC(=S)N=Nc1c(O)n(CCCl)c2ccc(Br)cc12,1.3,-7,-29,-4,-1.2,-4,5,-22,20
Cc1cccc(Nc2ccc(NCc3ccccc3)nn2)c1,1.3,-10,15,-5,0.6,12,-4,-14,7
Cc1cc(NCC(c2ccccc2)c2ccccc2)n2ncnc2n1,1.9,-18,15,-7,-0.1,14,3,-14,22
